DNMT1 block: inhibitors of human DNMT1; AID 588458; 360,000 compounds, 0.83% hits; DNMT1 molecular beacon, Hinp1I cleavage, fluorescence; inhibition (reported as % activation of signal), % at 10 µM; P26358; in the data active = inhibition above about 50%
LMPTP inh: blocks human LMPTP phosphatase | P24666 | AID 651560 | recombinant LMPTP-A, OMFP fluorogenic substrate, fluorescence intensity | inhibition, % at 20 µM | 360,000 compounds, 0.22% hits;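 active = compounds that cut the enzyme signal by at least half of the control window in the single-dose screen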;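 also: plate controls were DMSO wells with enzyme plus substrate for no effect and substrate without enzyme for full effect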
Target sequence (P24666 whole entry, looked up): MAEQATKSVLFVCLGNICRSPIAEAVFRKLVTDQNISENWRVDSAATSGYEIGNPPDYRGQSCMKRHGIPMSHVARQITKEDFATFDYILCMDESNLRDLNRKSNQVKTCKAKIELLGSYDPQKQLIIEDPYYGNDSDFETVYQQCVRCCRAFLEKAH
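Test system: LMPTP-A phosphatase enzyme. Amount: LMPTP-A at 0.625 nM final in the reaction. Reagent: OMFP substrate, 400 µM final. Times: 50 min at room temperature. Signal: endpoint fluorescence intensity from OMFP dephosphorylation. Read-out basis: % inhibition. Benchmarks: no-enzyme and uninhibited controls.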
MT1-MMP act inh: MT1-MMP (human) activation inhibition; P50281; HT1080 RFP-PRO-GFP cells, GFP/RFP ratio fluorescence, overnight; percent of plate control window, DMSO zero; GFP/RFP ratio change, % at 20 µM; 360,000 compounds, 0.061% hits;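 active = GFP/RFP ratio change of at least 30% with cell ATP level not reduced by more than half and red fluorescence within 50% of control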; also: strong numbers were not always called active
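Read-out: GFP/RFP fluorescence ratio; Test system: RFP-PRO-GFP reporter HT1080 cells; Compound dosing: single-point 20 µM compound, 1% DMSO; Times: overnight compound exposure at 37 °C.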
Scp-1 inhibitor: inhibitors of human Scp-1 phosphatase; Q9GZU7; Recombinant Scp1, phosphopeptide, malachite green phosphate absorbance; inhibition, % at 20 µM; 340,000 compounds, 0.88% hits; AID 493091;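 active = inhibition above about 50% at 20 µM, limit read from the data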;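 also: plate controls were DMSO wells with enzyme for no effect and wells lacking enzyme for full effect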
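System: truncated SCP-1 phosphatase (76-261aa); medium: Tris acetate buffer pH 5.5 with MgCl2 and Tween-20; incubation: 45 min room-temperature reaction, 5 min colour, 30 min stabiliser; compound: single 20 µM dose, 1% DMSO; reagent: Phosphorylated 17-residue peptide substrate; read-out: % inhibition at 20 µM; technique: colorimetric free-phosphate detection, absorbance 630 nm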
STEP block: blocks human striatal-enriched tyrosine phosphatase | P54829 | recombinant STEP, OMFP fluorogenic substrate, fluorescence | 360,000 compounds, 0.25% hits | inhibition, % at 20 µM;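 active = inhibition at 20 µM, scaled per plate between control wells, above about 37%, limit read from the data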;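 also: 0% = DMSO with enzyme and substrate and 100% = substrate only without enzyme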
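Material: STEP (striatal-enriched tyrosine phosphatase) enzyme, cell-free; Compound dosing: 20 µM single dose in 1% DMSO; Technique: fluorescence read at 480 nm ex / 540 nm em; Times: reaction 20 min, ambient temperature; Medium: 50 mM Bis-Tris pH 6.0 with 2.5 mM DTT and 0.005% Tween 20; Also added: OMFP at 25 µM.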
NRP1-CendR mod: NRP-1/CendR interaction modulation | O14786 | FAM-RPARPAR peptide binding to NRP-1, fluorescence polarization | inhibition, % at 25 µM | 360,000 compounds, 0.85% hits | AID 602438;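 active = inhibition or corrected inhibition above about 18%, plus a signal ratio from 0.5 to 1.5, limit read from the data, passing the limit was not always enough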; also: strong numbers were not always called active
Target sequence (O14786 whole entry, looked up): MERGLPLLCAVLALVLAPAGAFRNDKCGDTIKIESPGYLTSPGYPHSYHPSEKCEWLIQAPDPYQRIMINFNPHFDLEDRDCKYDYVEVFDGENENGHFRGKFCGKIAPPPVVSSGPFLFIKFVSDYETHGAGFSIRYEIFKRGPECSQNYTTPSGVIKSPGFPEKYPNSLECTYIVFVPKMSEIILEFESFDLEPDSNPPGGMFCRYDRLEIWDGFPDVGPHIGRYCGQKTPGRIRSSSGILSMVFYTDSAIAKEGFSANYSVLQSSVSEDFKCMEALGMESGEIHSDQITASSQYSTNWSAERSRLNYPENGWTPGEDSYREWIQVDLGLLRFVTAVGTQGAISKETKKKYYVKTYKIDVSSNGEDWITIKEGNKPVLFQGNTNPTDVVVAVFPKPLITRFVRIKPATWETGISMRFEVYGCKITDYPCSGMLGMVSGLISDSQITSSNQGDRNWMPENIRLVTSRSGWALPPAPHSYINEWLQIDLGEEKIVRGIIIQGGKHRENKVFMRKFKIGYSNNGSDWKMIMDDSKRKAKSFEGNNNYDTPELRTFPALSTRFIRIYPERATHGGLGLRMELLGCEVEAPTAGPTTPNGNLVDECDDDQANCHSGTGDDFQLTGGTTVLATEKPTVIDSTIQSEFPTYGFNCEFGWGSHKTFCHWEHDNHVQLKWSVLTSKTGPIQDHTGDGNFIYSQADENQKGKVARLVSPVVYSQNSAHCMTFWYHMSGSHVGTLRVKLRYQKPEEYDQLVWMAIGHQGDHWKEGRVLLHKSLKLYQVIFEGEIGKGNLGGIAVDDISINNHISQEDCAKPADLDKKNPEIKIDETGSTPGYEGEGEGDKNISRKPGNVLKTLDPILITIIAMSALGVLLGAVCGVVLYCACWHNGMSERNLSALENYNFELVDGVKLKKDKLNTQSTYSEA
NadD inh: NadD (S. aureus) enzyme inhibition | 360,000 compounds, 0.78% hits | inhibition, % at 20 µM | AID 602399 | purified NadD enzyme, colorimetric absorbance read-out; in the data active = inhibition above about 26%; also: some compounds past the cut are filed as inactive
Rpn11 inh: blocks the human proteasome subunit Rpn11; human 26S proteasome, Ub4-pepOG fluorescence polarization; 20S core pre-blocked with epoxomicin; calls only at 20 µM; 360,000 compounds, 0.59% hits;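 active = inhibition at 20 µM, scaled to each plate's controls, above about 33%, limit read from the data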
SUMO1-SIM PPI: modulators of human SUMO1-mediated protein-protein interactions; 360,000 compounds, 0.33% hits; AID 602429; SUMO1 binding to a labelled peptide, TR-FRET, 1 h; inhibition, % at 20 µM; in the data active = inhibition above about 37%
SKN-1 inh: blocks SKN-1 activity in C. elegans; C. elegans VP596 Pgst-4::GFP/RFP ratio, acrylamide-induced, 24 h; inhibition, % at 21.8 µM; 360,000 compounds, 0.49% hits; AID 624304;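 active = interference check ratio from 0.5 to 1.5 plus GFP to RFP signal ratio inhibition reaching or exceeding a fixed threshold, cut at about 30% in these data, passing the limit was not always enough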; also: some compounds called inactive have numbers as strong as hits
* marks the source's active call; other numbers are inactive results; i = inactive; . = not tested or not shown.

entry	smiles	DNMT1 block	LMPTP inh	MT1-MMP act inh	Scp-1 inhibitor	STEP block	NRP1-CendR mod	NadD inh	Rpn11 inh	SUMO1-SIM PPI	SKN-1 inh
1	Cc1ccc(C(=O)Nc2ccc3c(c2)C(=O)N(CC2CCCO2)C3=O)cc1 (configuration not stated)	1	1.9	-1	-4	0	0	-4	i	-9	4
2	CCn1c(=O)c2ccccc2n(CC(=O)N2CCCc3ccccc32)c1=O	1	-1.4	4	-5	-2	11	-2	i	2	15
3	CN(C)CCCn1c2c(c(SCC(=O)Nc3ccc4c(c3)OCCO4)nc1=O)CCC2	-2	3.4	-2	-6	0	-10	-2	i	0	9
4	COc1ccccc1NC(=O)Cc1csc(NC(=S)Nc2ccccc2)n1	-15	1.2	22	-3	3	-8	9	i	2	-27
5	NC(=O)c1ncc(C(F)(F)F)cc1Oc1ccc(F)cc1	0	-1.4	1	-2	0	-6	-6	i	1	-8
6	CC(NC(=O)c1ccccc1)c1ccc(F)cc1 (configuration not stated)	10	0.7	-2	-3	0	-9	-3	i	0	3
7	COCCNC(=O)CSc1nc2ccccc2c(=O)n1-c1cccc(OC)c1	2	-0.7	4	-4	3	12	-2	i	-1	-9
8	Cc1cc2nc(C(C)(C)C)c(CC3CCCCC3)n2c(C)c1Br	.	0.8	-3	.	.	0	10	.	5	-2
9	Cc1ccc(-c2nn(-c3cc(Cl)ccc3[N+](=O)[O-])c(=O)c3ccccc23)cc1C	0	1.1	-8	-5	-1	0	10	i	-7	-25
10	CC(=O)N1CCC(N(CCCOC(C)C)S(=O)(=O)c2ccc([N+](=O)[O-])cc2)CC1	1	-1.3	0	-14	-1	6	0	i	-26	3
11	Cc1nnc(-c2cnn(C)c2N)n1CCCN1CCOCC1	-7	-1.6	3	-4	-2	-5	0	i	-1	6
12	CCOc1ccc2[nH]c(=O)c(CN(Cc3ccc(F)cc3)C(=O)N3CCCC3)cc2c1	-8	-1.1	-12	-3	2	4	3	i	7	15
13	CCS(=O)(=O)N1CCC(C(=O)N2CCc3ccccc3C2)CC1	-10	-1.8	3	5	1	7	0	i	25	11
14	O=C(NNc1ccccc1)/C(=C\c1cccnc1)NC(=O)c1ccccc1	-1	0.7	0	-11	1	2	-3	i	-3	-12
15	COc1ccc(C2CC(c3ccccc3)=NN2C(=O)COC(=O)c2cccnc2)cc1 (configuration not stated)	9	-2.1	2	-4	2	5	-1	i	0	6
16	Cn1c(=O)n(CCc2ccccc2)c(=O)c2c1nc1n2CCCN1Cc1ccccc1	-2	2.6	0	-5	8	-7	-2	i	6	-4
17	CC(C)c1ccc(NC(=O)CCNS(=O)(=O)c2cc(Br)cnc2N)cc1	-1	2.6	6	-1	-2	2	-2	i	-1	1
18	O=C(N/N=C/c1ccc(COc2ccc(Br)cc2)o1)c1ccco1	-6	-1.3	7	-17	-2	7	-4	i	-11	12
19	CCOC(=O)c1cc(-c2ccccc2C)n(Cc2cc(C)no2)n1	3	-1.7	0	-3	-1	21	0	i	0	-6
20	Cc1c(C)c(C)c(S(=O)(=O)N2CCSCC2)c(C)c1C	1	0.5	4	-14	0	2	2	i	9	7
21	CC(=O)Nc1ccc(S(=O)(=O)N2CCN(C(=O)c3ncoc3-c3cccc(C)c3)CC2)cc1	3	-1.2	-3	-5	-1	2	-4	i	-1	0
22	COC(=O)C[C@@H]1C[C@@H]2c3cc(NC(=O)NC4CCCCC4)ccc3O[C@@H]2[C@H](CO)O1	6	-1.9	4	.	-1	2	8	i	-2	15
23	Cc1c(Cl)cccc1NC(=O)CCCN1C(=O)CCC1=O	3	-1.7	6	-8	1	4	0	i	-2	2
24	COc1nc(-c2ccccc2)nnc1-c1ccccc1	1	-1.8	-3	3	-2	3	-1	i	3	52*
25	Cc1ccc(Cl)cc1NC(=O)NCc1cccnc1	2	0.7	0	-9	-1	18	1	i	1	-5
26	COc1ccc(/C=N\NC(=O)c2ccccc2OC)cc1COc1ccccc1C	6	2.6	0	-6	1	6	-1	i	7	7
27	C#CC(=O)N(c1ccc(OC)c(OC)c1)C(C(=O)NC1CCCC1)c1cccs1 (configuration not stated)	14	-1.7	-25	-1	-2	5	4	i	-1	11
28	CC(C)[C@H](NC(=O)c1ccco1)C(=O)N(C)Cc1c(F)cccc1Cl	1	-1.2	-6	-4	-1	19	-2	i	1	0
29	Cc1cc(C)c(-c2cc(C(=O)Nc3c(C)n(C)n(-c4ccccc4)c3=O)[nH]n2)c(O)c1	3	-1.1	8	-8	3	-8	2	i	-1	16
30	CCOC(=O)C1CCN(S(=O)(=O)c2c[nH]c(=O)[nH]c2=O)CC1	3	-1.2	5	-1	2	-9	-2	i	-1	11
31	CC(=O)N1CCN(CCS(=O)(=O)c2ccc(Br)cc2)CC1	3	-1.4	0	-4	0	0	3	i	1	7
32	CC(C)C[C@@H](C(=O)NCC1CCCO1)N1C(=O)N2CCc3c([nH]c4ccccc34)[C@@]2(C)C1=O (some centres not stated)	5	-0.9	-1	-7	0	8	4	i	-1	14
33	Cc1cc(Br)ccc1NC(=O)C1CSC2(C)CCC(=O)N12 (configuration not stated)	6	-1.8	3	-10	0	-5	-3	i	1	15
34	NC(=O)C1CCN(CC(=O)Nc2ccccc2N2CCOCC2)CC1	1	-1.3	0	-5	0	0	-10	i	-2	-9
35	CC1(C)NC(=O)N(CC(=O)Nc2ccc(-n3cnnn3)cc2)C1=O	0	1.7	-4	2	0	2	-3	i	-2	-2
36	COc1ccc(C(C(=O)NC2CCCC2)N(CCO)C(=O)Cn2nnc(-c3ccc(C)o3)n2)cc1 (configuration not stated)	1	1.1	0	-1	1	0	-3	i	2	-7

Entries of single compounds, quoted from the list. Order of values: DNMT1 block	LMPTP inh	MT1-MMP act inh	Scp-1 inhibitor	STEP block	NRP1-CendR mod	NadD inh	Rpn11 inh	SUMO1-SIM PPI	SKN-1 inh
CC(C)[C@H](NC(=O)c1ccco1)C(=O)N(C)Cc1c(F)cccc1Cl across the screens: 1	-1.2	-6	-4	-1	19	-2	i	1	0
CCOC(=O)C1CCN(S(=O)(=O)c2c[nH]c(=O)[nH]c2=O)CC1 across the screens: 3	-1.2	5	-1	2	-9	-2	i	-1	11

(cont.)
entry	smiles	DNMT1 block	LMPTP inh	MT1-MMP act inh	Scp-1 inhibitor	STEP block	NRP1-CendR mod	NadD inh	Rpn11 inh	SUMO1-SIM PPI	SKN-1 inh
37	CC#CC(=O)N1CCC(n2nccc2NC(=O)c2ccc3c(c2)OCO3)CC1	0	-1.1	5	4	-1	6	3	i	-2	12
38	O=C(Cn1c(-c2cncs2)nc2ccccc21)NC1CCCC1	5	0.4	0	-5	-1	-3	0	i	-4	-16
39	CC(C)[C@H](NS(=O)(=O)c1ccccc1)C(=O)OCC(=O)NC(=O)c1cccn1C	-7	1.3	3	-8	3	3	7	i	2	-10
40	COc1ccc2[nH]cc(C(=O)CN3CCCC(C)C3)c2c1 (configuration not stated)	0	1.5	10	-2	0	4	4	i	0	13
41	NS(=O)(=O)c1cccc(NC(=O)CSc2n[nH]c(-c3ccccc3Br)n2)c1	-1	-1.2	6	-8	0	-11	-8	i	16	-4
42	O=C(Nc1c(-c2ccccc2)nc2ccccn12)c1ccccc1	2	-0.1	-5	-7	-2	-6	5	i	8	-11
43	CCOc1ccc(CN2CCN(Cc3cc4ccccc4o3)CC2CCO)cc1 (configuration not stated)	2	-1.9	4	-1	-2	6	-7	i	1	-1
44	CC(=O)Nc1sc(C)c(C)c1C(=O)OCC(=O)N(CC(C)C)c1c(N)n(Cc2ccccc2)c(=O)[nH]c1=O	40	-6.9	-40	-3	-3	-6	7	i	4	13
45	CC(=O)NCCC(=O)Nc1sc2c(c1-c1nc3ccccc3[nH]1)CCCC2	-15	0.7	5	-15	-4	12	6	i	0	-8
46	O=C(NC(=S)NCc1ccccc1)c1cccnc1	1	-0.8	0	-4	1	5	-5	i	3	-4
47	Cn1cccc1C(=O)NC(=O)COC(=O)C12CC3CC(CC(O)(C3)C1)C2	-5	-2.1	4	-2	3	-9	-4	i	3	-17
48	O=C(CC(=O)c1ccccc1)Nc1ccccc1	4	0.5	1	4	-4	1	-10	i	2	8
49	O=C(OC(C(=O)c1c[nH]c2ccccc12)c1ccccc1)c1cnccn1 (configuration not stated)	-4	0.2	0	-1	-3	2	-3	i	2	-3
50	CCN(CC(=O)NCc1cccs1)C(=O)c1ccccc1F	0	0.2	-2	-3	1	12	-9	i	-1	15
51	CCC1CCCCN1C(=S)NC(=O)c1ccc([N+](=O)[O-])cc1 (configuration not stated)	-1	-1.4	6	-2	1	-4	-4	i	-14	12
52	Cc1coc2cc3oc(=O)ccc3cc12	6	-0.6	-1	2	6	-5	-4	i	-5	7
53	CCCCCCc1ccc(N2C[C@H](CCCCC)[C@@H](CC(=O)NCc3ccccc3)C2=O)cc1	4	1.0	-10	-3	4	-6	12	i	3	15
54	Cc1ccc2c(Cl)c(C(=O)NCC(c3ccco3)N3CCCC3)sc2c1 (configuration not stated)	-2	0.1	5	-7	-3	20	-8	i	-10	7
55	COc1ccc(NC(=O)CCN2CCCC(C)C2)cc1 (configuration not stated)	1	-1.0	1	3	1	-8	-3	i	-2	14
56	O=C(CNCc1cccs1)Nc1cc(S(=O)(=O)N2CCCC2)ccc1Cl	-2	-1.9	11	1	2	-8	0	i	0	13
57	CC(=O)c1ccc(N2CCN(C(=O)Cn3cnc(S(=O)(=O)N4CCCCC4)c3)CC2)cc1	1	-1.2	-2	-9	-2	1	-4	i	-5	-16
58	C[C@H](OC(=O)n1ccnc1)[C@@H]1O[C@@]2(C)CCC[C@@H]1O2	5	0.6	5	1	-3	14	1	i	-3	13
59	CCOC(=O)c1c(-c2ccco2)csc1NC(=O)CSc1nnc(N)s1	-9	1.8	1	45	-1	-24	9	i	8	15
60	CCCOc1ccc(-c2nnn(CC(=O)N3CCC(C)CC3)n2)cc1	1	-0.2	3	-9	5	-1	-3	i	3	5
61	CNC(=O)c1ccc(OC2CSC2)cc1	0	-1.6	-6	-2	-3	11	-3	i	0	-37
62	COc1cccc(C2C(C(C)=O)=C(O)C(=O)N2CCc2c[nH]c3ccccc23)c1 (configuration not stated)	-1	0.7	2	-6	6	13	10	i	-8	29
63	COc1cc(OC)cc(-c2c(-c3ccc(F)cc3)c3cc(-c4cccc5[nH]ccc45)ccc3n2C)c1	-3	1.6	-17	-11	-3	8	14	i	-7	-11
64	CCn1ncc(/C=C/C(=O)NCc2cnn(C)c2C)c1C	5	-3.1	2	-9	-3	1	-6	i	0	-7

Screening data (PubChem)
